# BLM helicase inh: inhibitors of human Bloom syndrome helicase BLM | P54132 | 0.2% of 350,000 active | Potency, µM (top dose mostly 56.1 µM), for the others: at the highest dose activity change, negative = inhibition, usual class: inhibitors | recombinant BLM DNA unwinding, fluorescence dequenching;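 note: potency is the fitted concentration of half-maximal effect; plate controls were vehicle for no effect and no enzyme for full effect; nearly all actives have a fitted effect of over 35% in size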
# Target sequence (P54132 whole entry, looked up): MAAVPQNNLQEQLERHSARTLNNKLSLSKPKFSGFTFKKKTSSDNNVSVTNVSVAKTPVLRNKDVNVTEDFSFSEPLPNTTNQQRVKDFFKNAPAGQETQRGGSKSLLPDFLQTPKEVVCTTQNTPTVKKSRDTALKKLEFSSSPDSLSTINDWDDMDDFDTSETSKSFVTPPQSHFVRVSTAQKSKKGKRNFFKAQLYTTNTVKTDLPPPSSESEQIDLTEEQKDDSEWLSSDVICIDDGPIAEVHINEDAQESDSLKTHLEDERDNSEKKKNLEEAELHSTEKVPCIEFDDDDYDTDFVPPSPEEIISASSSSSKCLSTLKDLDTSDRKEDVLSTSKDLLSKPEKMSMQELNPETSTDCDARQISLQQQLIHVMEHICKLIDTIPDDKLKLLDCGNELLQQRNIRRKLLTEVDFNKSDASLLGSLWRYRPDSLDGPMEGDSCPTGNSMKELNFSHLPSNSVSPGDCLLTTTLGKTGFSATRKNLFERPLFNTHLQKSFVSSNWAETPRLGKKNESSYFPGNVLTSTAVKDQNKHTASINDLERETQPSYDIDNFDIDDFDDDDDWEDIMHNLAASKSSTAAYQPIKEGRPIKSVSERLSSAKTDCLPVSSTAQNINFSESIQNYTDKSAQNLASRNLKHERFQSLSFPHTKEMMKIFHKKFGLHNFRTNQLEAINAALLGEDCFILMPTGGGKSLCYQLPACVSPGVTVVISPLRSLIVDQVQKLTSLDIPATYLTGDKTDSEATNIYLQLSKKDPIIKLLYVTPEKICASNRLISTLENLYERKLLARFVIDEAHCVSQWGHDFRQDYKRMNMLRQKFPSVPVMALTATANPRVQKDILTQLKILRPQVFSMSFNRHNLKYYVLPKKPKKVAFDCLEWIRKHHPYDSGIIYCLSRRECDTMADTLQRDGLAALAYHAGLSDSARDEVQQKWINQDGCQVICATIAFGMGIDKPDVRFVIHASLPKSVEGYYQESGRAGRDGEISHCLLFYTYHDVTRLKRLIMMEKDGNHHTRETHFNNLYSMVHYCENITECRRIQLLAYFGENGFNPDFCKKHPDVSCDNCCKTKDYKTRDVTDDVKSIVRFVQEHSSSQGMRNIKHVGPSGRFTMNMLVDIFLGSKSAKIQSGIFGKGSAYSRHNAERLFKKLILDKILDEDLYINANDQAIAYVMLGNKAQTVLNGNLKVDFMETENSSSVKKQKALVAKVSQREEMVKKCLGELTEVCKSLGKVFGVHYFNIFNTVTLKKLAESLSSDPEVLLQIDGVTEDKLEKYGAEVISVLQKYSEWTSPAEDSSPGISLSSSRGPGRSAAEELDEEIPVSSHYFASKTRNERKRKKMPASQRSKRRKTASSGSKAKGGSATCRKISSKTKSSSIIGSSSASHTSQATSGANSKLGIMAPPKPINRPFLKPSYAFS
# APE1 inh: blocks human APE1 abasic DNA cleavage | P27695 | recombinant APE1, TAMRA/BHQ-2 abasic DNA cleavage fluorescence | Potency, µM (top dose mostly 65.8 µM), for the others: at the top dose activity change, negative = inhibition, usual class: inhibitors | 0.35% of 350,000 active;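 note: potency is the fitted concentration of half-maximal effect; plate controls were vehicle for no effect and reference inhibitor for full effect; nearly all actives have a fitted effect of over 55% in size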
#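 Readout is kinetic fluorescence (ex 525, em 598 nm) from cleavage of 50 nM TAMRA/BHQ-2 THF abasic duplex by 0.75 nM APE1, compound added 15 min beforehand at RT.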
# LDHA block: inhibitors of human lactate dehydrogenase A. purified LDHA, NADH/diaphorase-resazurin fluorescence; hits give low values. AID 1347041. activity change, % (values are at about 110 or 230 µM). P00338. 0.15% of 480,000 active; in the data active = activity change below about -30%; inconclusive = mostly about -25% to -30%;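 note: plate controls were DMSO wells for no effect and wells without enzyme for full effect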
#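 Resorufin fluorescence (ex540/em590), read at 0 and 20 min after diaphorase/resazurin addition, reports the NADH left after a 5 min room-temperature reaction of 2 nM human LDH5 with 0.06 mM NADH and 0.2 mM pyruvate.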
# Pol kappa inh: blocks human DNA polymerase kappa activity | Q9UBT6 | purified Pol kappa, fluorescent DNA synthesis assay, 10 min | Potency, µM (top dose mostly 107 µM), without a hit: at the highest dose activity, negative = inhibition, usual class: inhibitors | 0.53% of 400,000 active | AID 588579; note: potency is the fitted concentration of half-maximal effect; % is set by controls: 0 for no effect and ±100 for the full control effect
#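 50 nM final substrate added after 15 min RT preincubation of 10 nM Pol kappa with compound; fluorescence read at 0 and 10 min.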
# Pol beta inh: blocks human DNA polymerase beta activity. Pol beta primer extension/strand displacement, fluorescence kinetic. AID 485314. 1.3% of 340,000 active. Potency, µM (titrated, usually from 114 µM), inactives show top-dose activity change, negative = inhibition, actives largely listed as inhibitors; note: potency is the fitted concentration of half-maximal effect; % is set by controls: 0 for no effect and ±100 for the full control effect
#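 Pol beta (10 nM) was preincubated with compound for 15 min at room temperature. The reaction was then started with 50 nM substrate and read immediately and after a further 10 min at room temperature.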
# POLH inh: DNA polymerase eta (human) inhibition; Q9Y253; recombinant Pol eta, fluorescent DNA replication assay; Potency, µM (top dose mostly 114 µM), inactives show at the highest dose activity change, negative = inhibition, usual class: inhibitors; 1.2% of 390,000 active; AID 588591; note: potency is the fitted concentration of half-maximal effect; % is set by controls: 0 for no effect and ±100 for the full control effect
#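 Fluorescent replication assay: 50 nM final substrate added after a 15 min room-temperature compound preincubation with 10 nM enzyme. Signal taken at 0 min and again at 10 min.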
# POLI inh: inhibitors of human DNA polymerase iota; Potency, µM (top dose mostly 115 µM), inactives show at the top dose activity, negative = inhibition, actives largely listed as inhibitors; 1% of 390,000 active; Q9UNA4; Pol iota fluorescent replication assay, 10 min; note: potency is the fitted concentration of half-maximal effect
#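 Pol iota at 10 nM preincubated 15 min with compounds at room temperature; reaction started with fluorescent substrate, 50 nM final. Fluorescence read kinetically at 0 and 10 min; buffer-only wells as negative control.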
# GRP78 ERSR act: induces the endoplasmic reticulum stress response in human glioma cells; U87-MG GRP78 promoter luciferase reporter, 16 h; Potency, µM, for the others: top-dose activation, most hits filed as activators; 0.02% of 420,000 active; AID 602332; note: potency is the fitted concentration of half-maximal effect; series mostly up to about 76 µM; % of control where 0% means no effect; nearly all actives have a fitted effect of over 35% in size
#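 ERSR induction read as luciferase luminescence (Bright-Glo, 10 min at room temperature) in stably transfected human U87-MG glioma cells exposed to compounds for 16 h, using GRP78 as sensor.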
# Anesthetic bind: candidate novel general anesthetic via apoferritin binding | apoferritin/1-aminoanthracene competitive binding, fluorescence | 0.074% of 350,000 active | P02791 | Potency, µM (doses to about 77.5 µM), for the others: at the top dose activity change, negative = displacement, actives largely listed as inhibitors; note: potency is the fitted concentration of half-maximal effect; % is set by controls: 0 for no effect and ±100 for the full control effect; nearly all actives have a fitted effect of over 20% in size
#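 Probe: 1-aminoanthracene (50% saturated, PBS). Protein: horse-spleen apoferritin, 10 uM. Incubation: 10 min, room temperature. Detection: 380 nm excitation, 535 nm emission. Analysis: normalized response, four-parameter Hill.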
# An asterisk follows results filed as active; ? = inconclusive; / = not tested or not shown; & = joins results of further samples; ! = repeats disagree; [ ] = remark or other dose. Unless noted, calls come from the whole dose curve; as a rule, active = well fitted curve in the direction sought with a large enough effect; inconclusive = small, poorly fitted or top-dose-only effect, or another doubt; inactive = no such curve, though single readings can be large; an effect the other way counts as inactive or inconclusive. A portion of the library. The share of hits here may be higher or lower than overall.
SMILES,BLM helicase inh,APE1 inh,LDHA block,Pol kappa inh,Pol beta inh,POLH inh,POLI inh,GRP78 ERSR act,Anesthetic bind
Cc1cccc(OCC(=O)N=Nc2c(O)[nH]c3ccc([N+](=O)[O-])cc23)c1,-23%,2%,5,1%,0%,?,12%,-5%,-8%
C=CCn1cc(F)c(=O)n(CC=C)c1=O,-6%,7%,1,2%,52%,-11%,-6%,-3%,-10%
Cc1nnc(NC(=O)c2c(F)cccc2F)s1,3%,-6%,-3,2%,0%,-9%,20%,-1%,-3%
O=C(NCCO[N+](=O)[O-])c1cccnc1,-7%&2%,2%&-8%,-4,7%,0%,1%,-8%,-4%&0%,-12%
CCc1sc(C(=O)NNC(=O)c2cncc(Br)c2)cc1C,/,26%,-1,-13%,/,-11%,45%[activator],-2%,/
Cc1ccc(S(=O)(=O)N2[C@@H](c3cccc(C)c3)C(C(=O)O)=C[C@H]2CC2CCCC2)cc1,/,-5%,-3,-13%,/,-9%,-12%,0%,/
O=C(CSCCc1ccccn1)Nc1ccc(Br)cn1,-1%,6%,-9,-5%,19%,-10%,12%,1%,-11%
COc1ccc(NC(=O)C2=CC(c3cccs3)=NS(=O)(=O)N2C)cc1,-5%&-7%,11%,-1&-8,5%&0%,32µM*!,-4%&-7%,19%&-17%,1%&0%,?
COc1cccc(C2CC(=O)Nc3cc4c(cc32)OCCO4)c1OC(C)C (configuration not stated),-4%,7%,3,4%,-11%,-13%,3%,-4%,1%
CCOc1ccc(C(CC(=O)Nc2ccc(C(=O)OC)cc2)N2Cc3ccccc3C2=O)cc1OC (configuration not stated),-2%,/,-3,5%,17%,-2%,17%,-3%,-11%
O=C(CCNS(=O)(=O)c1cccs1)Nc1nccs1,-1%,-1%,-2,-11%,75%,-8%,-1%,-4%,-5%
Cc1ccc(NC(=O)c2oc3ccccc3c2NC(=O)c2ccc3c(c2)OCO3)cc1,-4%,9%,5,-6%,-2%,-5%,-15%,0%,-8%
O=C(O)c1ccccc1C(=O)NNc1ccc(F)cc1,-3%,5%,18,5%,4%,-11%,-12%,-2%,?
CS(=O)(=O)N(CC(=O)N1CCOCC1)c1cc(Cl)ccc1Cl,3%,8%,0,-2%,1%,-2%,-22%,-5%,1%
COc1ccc(N2Cc3cccc(C(=O)NC(C)CCc4ccco4)c3C2=O)cc1 (configuration not stated),?,11µM*,-1,?,7.9µM*,22µM*,?,-4%,?
CC(=O)N1C2=CCCC3CCCCC23c2ccccc21 (configuration not stated),/,/,-2,-2%,/,-20%,-9%,-4%,/
COc1cccc(NC(=O)COc2cc(O)c3c(c2)OC(C)(C)CC3=O)c1,-7%,-5%,-2,3%,21%,-18%,12%,3%,-23%
CCC(/C=N/NC(=O)c1ccccc1F)CC,-1%,16%,-5,1%,6%,-23%,116%[activator],0%,-3%
CCN1CCN(C(=O)c2ccc(NS(=O)(=O)c3ccccc3)cc2)CC1,-1%,-6%,/,8%,18%,-20%,18%,-2%,11%
CNC(=S)N(CCc1c(C)[nH]c2ccc(C)cc12)Cc1ccc(OC)c(OC)c1,-9%,?,4,5%,2%,-13%,-19%,-6%,-13%
Cc1ccc(C)c(OCCC(=O)OCC(=O)NC2CCS(=O)(=O)C2)c1 (configuration not stated),/,2%,-6,-3%,/,-18%,27%,-3%,/
CCC(C)NCCCOc1ccc(C)cc1OC (configuration not stated),3%,-1%,-15,-3%,?,4%,40%[activator],-4%,-12%
CCc1noc(C)c1C(=O)N1CCN(S(=O)(=O)c2ccccc2C(F)(F)F)CC1,/,4%,-1,8%,/,-23%,18%,-6%,/
O=C(CN1CCN(C(=O)c2cncn2-c2ccc(F)cc2)CC1)Nc1ccccc1C(F)(F)F,/,4%,1,11%,/,-9%,49%[activator],-1%,/
CCCn1c2ccccc2c2cnn(CC(=O)NCCCN(CC)c3ccccc3)c(=O)c21,-2%,/,0,-21%,-4%,-2%,-14%,-2%,7%
COc1cc(OC)cc(-c2nc(-c3ccc(Br)cc3)no2)c1,-2%,-3%,2,4%,1%,-9%,-13%,2%,-2%
CCc1ccccc1NC(=O)NCCN1CCCCC1,1%,-9%,0,-1%,?,-6%,52%[activator],-1%,2%
COc1ccccc1CN1C[C@@H]2C[C@@H](C3=Cc4cc(Cl)ccc4OC3)N3CCC[C@@]23C1=O,-13%,-2%,2,10%,13%,-12%,21%,-4%,-13%
N#CC(C#N)=C1CCCc2sccc21,/,/,7,-9%,/,-20%,20%,-4%,/
CCCSCC(=O)Nc1ncc2c(n1)-c1ccccc1CC2,-9%,-4%,14,-28%,15%,?,?,0%,-4%
COC(=O)C1=C(C(=O)OC)[C@@H]2N(C)c3ccc(OC)cc3[C@@]23C[C@@H](C(=O)OC)N(C(=O)c2ccco2)C3=N1,-5%[12.4 µM],-2%[12.4 µM],-2,-2%,/,-12%,13%,-3%,/
CCc1ccc(NC(=O)C2C3CCC(O3)C2C(=O)O)cc1 (configuration not stated),2%,-4%,0,2%,9%,7%,-16%,3%,-16%
COc1cc(OC)cc(-c2cc3nc(C)c(CCC(=O)Nc4ccccc4OC)c(C)n3n2)c1,-11%,/,-1,-24%,?,-21%,35%[activator],-9%,266%[activator]
CCOc1cc(C(=O)Nc2cccc(-c3nc4ccccc4o3)c2)cc(OCC)c1OCC,-3%,/,-5,3%,29%,0%,7%,-1%,3%
c1cncc(-c2nc(NCc3ccc4c(c3)OCO4)c3ccccc3n2)c1,-3%,-3%,1,11%,-15%,-7%,14%,-3%,-16%
COc1cccc(N2CCN(C3C4CC5CC(C4)CC3C5)CC2)c1 (configuration not stated),2%,2%,1,2%,2%,-18%,?,5%,-17%
COc1ccc(NC(C)=O)cc1NC(C)C(=O)Nc1ccccc1F (configuration not stated),-4%,-3%,6,-9%,17%,-10%,25%,-2%,-6%
CCOc1ccc([C@@H]2CC=C(C(=O)O)CN2S(=O)(=O)c2ccc(C)cc2)cc1,/,58%[activator],-2,7%,/,-12%,23%,-4%,/
CCOC(=O)C1C(C(=O)OC)=C(c2ccc(OC)cc2)c2ccccc2N1S(=O)(=O)C(F)(F)F (configuration not stated),-5%[75.6 µM],-3%&-4%,-1,0%,/,-10%,-5%,0%&-3%,-23%
O=C1/C(=C\c2ccc(O)c(O)c2)Oc2c1ccc(O[C@@H]1O[C@H](CO)[C@@H](O)[C@H](O)[C@H]1O)c2O,-7%,?,/,32µM*,/,/,22µM*,1%,-4%
CCOC(=O)C1=C(O)/C(=C\c2cc(C)n(-c3ccccc3F)c2C)N=C1C,-3%,4%,16,-10%,0%,?,?,-3%,-14%
CC1CCCC(NC(=O)CCC(=O)NCc2ccccc2)C1C (configuration not stated),0%,2%,-4,12%,0%,5%,14%,2%,?
CC(C)C(=O)Nc1ccc(NC(=O)c2ccc(COc3ccccc3)cc2)cc1,-9%,14%,-3,-9%,34%,-18%,110%[activator],1%,0%
O=C(CCNS(=O)(=O)c1ccc(Br)cc1)NCCc1ccccc1,-1%,-5%,-2,1%,60%,-7%,12%,-6%,4%
CSc1nc(C)cc(NC(N)=O)n1,-1%,-1%,-4,-9%,0%,-8%,13%,-1%,8%
CC(C(=O)O)N1C(=O)c2cccc3cccc1c23 (configuration not stated),-2%,0%,-6,-3%,-21%,-2%,9%,2%,60%[activator]
CC1(c2ccc3c(c2)OCCO3)NC(=O)N(CC(=O)Nc2ccccc2)C1=O (configuration not stated),/,-1%,-2,4%,/,-23%,-3%,-4%,/
O=C(Nc1cc(Cl)ccc1Oc1ccccc1)c1cnccn1,0%,5%,-3,-1%,3%,-12%,-13%,0%,-8%
Cc1csc(NC(=O)c2ccc(=O)[nH]c2)n1,-5%,38%,-2,-2%,28%,0%,27%,-2%,0%
Cc1c(Cc2ccccc2)c(=O)oc2c(C)c(OCC(=O)N[C@@H](Cc3ccccc3)C(=O)O)ccc12,-9%,26%,1,-18%,50µM*,50µM*,-10%,-4%,-19%
CCOC(=O)CNC(=O)Cn1cnc2sc(C)c(S(=O)(=O)N3CCOCC3)c2c1=O,0%,7%,-5,-1%,31%,-20%,117%[activator],-5%,-12%
Cc1ccc2c(CNCc3ccccc3)cc(=O)oc2c1,-4%,42%,-5,-22%,-8%,0%,110%[activator],-2%,-10%
O=C(NC(Cc1ccc2c(c1)OCO2)C(=O)N1CCCC1C(=O)O)c1ccccc1 (configuration not stated),0%,-10%,-2,-11%,10%,-5%,-28%,-2%,-5%
Cc1nc(SCC(=O)Nc2ccc(C(=O)O)cc2)n[nH]1,-1%,/,-4,2%,-15%,-13%,22%,-4%,11%
COC(=O)C1=CN(CCCN2CCCC2=O)C=C(C(=O)OC)C1c1ccccc1C(F)(F)F,-1%,-1%,-3,-8%,15%,-10%,21%,-10%,/
COc1ccc(C(=O)Nc2ccc(N3CCOCC3)cc2)cc1OC,-5%,2%,13,-9%,8%,6%,15%,-2%,-19%
O=C(CCC1CCCN(Cc2ccc(O)c(Cl)c2)C1)NCc1ccccc1F (configuration not stated),2%,6%,-6,1%,0%,-23%,114%[activator],-4%,-22%
O=C(CSc1cn[nH]n1)Nc1ccccc1F,/,5%,-2,-9%,/,-6%,5%,-3%,/
O=C(NC(=S)NNC(=O)c1ccccc1O)c1ccc([N+](=O)[O-])cc1,-7%,46%[activator],5,-3%,-1%,-7%,-28%,0%,-1%
Cc1nc2nc(C)c(CCC(=O)O)c(C)n2n1,0%,0%,-10,-10%,-2%,-9%,4%,-3%,-4%

# Grouped by structure, those above containing a nitro group on carbon (2)
SMILES,BLM helicase inh,APE1 inh,LDHA block,Pol kappa inh,Pol beta inh,POLH inh,POLI inh,GRP78 ERSR act,Anesthetic bind
Cc1cccc(OCC(=O)N=Nc2c(O)[nH]c3ccc([N+](=O)[O-])cc23)c1,-23%,2%,5,1%,0%,?,12%,-5%,-8%
O=C(NC(=S)NNC(=O)c1ccccc1O)c1ccc([N+](=O)[O-])cc1,-7%,46%[activator],5,-3%,-1%,-7%,-28%,0%,-1%

# Assay outcomes as filed in PubChem BioAssay.
